Assay outcomes deposited in PubChem BioAssay by Sanford-Burnham Center for Chemical Genomics.
Gli-Sufu antag – blocks Gli-Sufu signaling in a luciferase reporter; Sufu-KO-LIGHT fibroblasts, Gli luciferase reporter luminescence; inhibition, % at 5 µM; 340,000 compounds, 0.74% hits; AID 588413;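 active = inhibition above about 55%, limit read from the data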;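 note: 0% = DMSO-treated cells and 100% = wells with medium but no cells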
EBI2 block – blocks human EBI2 receptor beta-arrestin signaling; P32249; EBI2 beta-arrestin recruitment, luminescence, 7a,25-OHC stimulated; inhibition, % at 5 µM; 360,000 compounds, 0.81% hits; AID 651636; in the data active = inhibition above about 38%;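 note: enzyme fragment complementation signal reports receptor beta-arrestin coupling in cells; 0% = agonist plus DMSO wells and 100% = wells without agonist; some results beyond the cut were filed as inactive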
CCR6 antag – CCR6 (human) receptor antagonism | inhibition, % at 20 µM | 340,000 compounds, 0.49% hits | CHO-K1 CCR6 PathHunter beta-arrestin, luminescence, CCL20-stimulated | P51684;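 active = compounds whose inhibition of the agonist-driven luminescence signal at 20 µM reaches about 50%, limit read from the data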;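 note: cells stimulated with CCL20 at 14 nM final; plate controls were DMSO with CCL20 for no effect and DMSO without agonist for full effect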
Target sequence (P51684 whole entry, looked up): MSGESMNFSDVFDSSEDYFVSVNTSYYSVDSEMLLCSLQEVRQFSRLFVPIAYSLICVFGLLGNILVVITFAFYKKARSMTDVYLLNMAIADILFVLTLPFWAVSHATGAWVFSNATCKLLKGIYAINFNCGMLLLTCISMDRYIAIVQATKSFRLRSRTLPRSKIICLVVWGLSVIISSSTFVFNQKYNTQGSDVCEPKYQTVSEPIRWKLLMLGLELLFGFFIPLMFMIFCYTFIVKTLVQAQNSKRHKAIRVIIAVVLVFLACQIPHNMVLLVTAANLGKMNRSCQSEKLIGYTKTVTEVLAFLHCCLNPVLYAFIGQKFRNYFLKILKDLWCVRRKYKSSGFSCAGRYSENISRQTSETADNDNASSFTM
CXCR6 block – CXCR6 (human) receptor inhibition. O00574. CHO-K1 PathHunter CXCR6 beta-arrestin, luminescence. inhibition, % at 20 µM. 360,000 compounds, 0.36% hits; in the data active = inhibition above about 34%, passing the limit was not always enough;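 note: antagonist mode with CXCL16 agonist at 10 nM final; 0% = 10 nM CXCL16 with DMSO and 100% = unstimulated wells without agonist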
ATG4B inhibitor – inhibitors of human ATG4B cysteine protease; Q9Y4P1; inhibition, % at 8.33 µM; 340,000 compounds, 0.51% hits; ATG4B cleavage of LC3-PLA2, NBD-HPC fluorescence, 1 h; in the data active = inhibition above about 40%
Target sequence (Q9Y4P1 whole entry, looked up): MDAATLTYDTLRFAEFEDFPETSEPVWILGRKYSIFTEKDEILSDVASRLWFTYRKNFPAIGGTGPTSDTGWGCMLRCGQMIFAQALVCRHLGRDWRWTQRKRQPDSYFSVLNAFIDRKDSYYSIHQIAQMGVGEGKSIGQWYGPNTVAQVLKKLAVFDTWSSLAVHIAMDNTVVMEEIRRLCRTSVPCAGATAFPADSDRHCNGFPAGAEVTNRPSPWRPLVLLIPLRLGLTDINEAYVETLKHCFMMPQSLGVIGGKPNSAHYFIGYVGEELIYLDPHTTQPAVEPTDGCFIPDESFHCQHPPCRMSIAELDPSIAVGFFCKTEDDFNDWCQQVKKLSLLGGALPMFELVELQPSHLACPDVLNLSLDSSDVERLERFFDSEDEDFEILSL
UBC13 polyUb – inhibitors of human UBC13 polyubiquitin chain formation; TR-FRET; inhibition, % at 20 µM; 330,000 compounds, 0.47% hits; in the data active = inhibition above about 45%, passing the limit was not always enough; inconclusive = no clear call, values can overlap the other calls
Target sequence (P61088 whole entry, looked up): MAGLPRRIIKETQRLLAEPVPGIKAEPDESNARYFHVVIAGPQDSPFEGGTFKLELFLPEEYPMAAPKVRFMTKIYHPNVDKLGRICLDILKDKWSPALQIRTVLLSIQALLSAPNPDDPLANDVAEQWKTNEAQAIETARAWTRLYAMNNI
APJ antag – APJ receptor antagonism; CHO-K1 APJ beta-arrestin complementation, luminescence; inhibition, % at 20 µM; 330,000 compounds, 0.32% hits;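 active = inhibition above about 40% at 20 µM, limit read from the data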;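 note: cells challenged with 10 nM apelin-13 agonist together with compound; plate controls were apelin-13 plus DMSO wells for no effect and DMSO wells lacking apelin-13 for full effect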
APJ ag – activates the human apelin receptor APJ; P35414; CHO-K1 APJ PathHunter beta-arrestin, luminescence; 0% DMSO wells, 100% apelin; activation, % at 20 µM; 330,000 compounds, 0.11% hits; AID 2520;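 active = activation more than six SD over the plate average, tested at 20 µM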;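 note: 0% = DMSO alone and 100% = apelin-13 at 10 nM; some results filed as inactive read as strong as hits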
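Material: CHO-K1 APJ beta-arrestin complementation cell line; Input: cell density 1000 per well; Incubation: compound stimulation 90 min at 25 °C, detection 60 min; Signal: luminescence from split beta-galactosidase complementation, Galacton Star/Emerald II substrate; Controls: DMSO-only wells as negative, 10 nM Apelin-13 as positive control.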
Active calls of the source: *; ? = inconclusive; . = not tested or not shown.

SMILES | APJ antag | UBC13 polyUb | EBI2 block | CCR6 antag | APJ ag | CXCR6 block | Gli-Sufu antag | ATG4B inhibitor
Cn1cnnc1SCC(=O)Nc1ccccc1 | 10 | 1 | -1 | 2 | -1 | 4 | 7 | 4
CCC(C)N(C(=O)COc1ccc(Cl)c2cccnc12)C1CCS(=O)(=O)C1 (centres undefined) | -19 | 55* | 1 | 5 | -6 | 4 | 8 | -3
CCOC(=O)N1N=C(CC)CC1(O)C(F)(F)F (centres undefined) | -6 | 6 | 1 | -25 | -2 | -6 | 3 | -4
Cc1ccc(/C=N/n2c(-c3ccncc3)n[nH]c2=S)s1 | 3 | -1 | -15 | 1 | -2 | 2 | -3 | -2
CCN1C(=O)C2(C(C#N)=C(N)Oc3cc(C)oc(=O)c32)c2ccccc21 (centres undefined) | 2 | -4 | -3 | 0 | -8 | 8 | -11 | -2
COc1cc([N+](=O)[O-])ccc1NC(=O)CN(C)C | 7 | -10 | -4 | -4 | 0 | 1 | -8 | 3
CCCCOc1ccc(/C=N/NC(=S)Nc2cc(C)ccc2C)cc1 | 7 | -11 | 2 | 12 | -5 | 10 | -7 | -2
CCN(CC(=O)Nc1ccc(NC(C)=O)cc1)C(=O)c1oc2ccccc2c1C | 17 | -6 | -8 | 6 | -5 | 8 | -4 | 0
O=C(CNCc1ccc(Cl)cc1)N1CCc2ccccc2C1 | 12 | 3 | 0 | 10 | -2 | 0 | 7 | -3
C=CCNC(=O)c1c(Cl)cccc1Cl | -10 | -9 | -8 | -12 | -3 | 2 | -78 | -11
CCCCNC(=O)c1ccc(SCC(=O)N(CC)CC)c([N+](=O)[O-])c1 | -4 | 8 | 3 | 14 | -1 | -7 | -8 | 1
CC(C)c1ccc(C(=O)OCC(=O)c2c(N)n(C)c(=O)n(C)c2=O)cc1 | -3 | 8 | -14 | 12 | -2 | -4 | 5 | -4
Cc1cccc(NC(=O)NC2CC3CCC(C2)N3Cc2ccco2)c1 (centres undefined) | 6 | -4 | -10 | 16 | -3 | -2 | 18 | -20
O=C(CNC(=O)c1ccccc1)Sc1ccccc1 | . | . | 2 | 5 | . | 7 | -1 | 2
COc1cc(OC)cc(C(=O)NCCn2ccc3ccccc32)c1 | 17 | -1 | 4 | 15 | 0 | 0 | -7 | -7
CCN1C(=O)[C@H]2[C@@H](c3ccc(-c4ccc(Cl)c(Cl)c4)c(OC)c3)N[C@@](C)(C(=O)OC)[C@H]2C1=O | -3 | 9 | 17 | 2 | 12 | -2 | 8 | -4
O=C(CCN1C(=O)/C(=C/c2cccs2)SC1=S)Nc1ccc(O)cc1 | 17 | -15 | 14 | 19 | 0 | 13 | 26 | -5
CC1(C)CC(=O)C2=C(C1)NCN(Cc1ccccc1)C2 | 8 | 4 | -17 | -3 | -4 | -5 | -15 | 2
CC1(C)Cc2sc3c(=O)[nH]c(=S)[nH]c3c2CO1 | -11 | ? | -4 | 10 | -4 | -16 | -5 | 3
CCCOc1ccc(/C(O)=C2/C(=O)C(=O)N(CCCOC)C2c2cccnc2)cc1 (centres undefined) | 9 | 0 | 17 | 6 | -2 | -3 | 16 | 3
CCCc1nnc(SCC(=O)Nc2ccc(OC)cc2)o1 | 11 | 1 | 3 | 3 | 3 | -8 | -16 | -8
O=C(CSc1nc2ccccc2c(=O)n1-c1ccc(F)c(Cl)c1)Nc1cccc(S(=O)(=O)N2CCOCC2)c1 | -3 | 14 | 13 | 9 | -2 | -3 | 14 | 21
CCOC(=O)c1c(C)[nH]c(NC(=O)Nc2ccc(NC(C)=O)cc2)c1C | 0 | 3 | -7 | 9 | 3 | 5 | 2 | -13
CCOC(=O)[C@H]1[C@H]2COc3ccccc3[C@@H]2N2C(=O)CNC(=O)[C@@]12C | 8 | -12 | 2 | 4 | -4 | 3 | 5 | -3
CN(CCC#N)C(=O)COC(=O)c1cc(Cl)cc(Cl)c1N | -4 | 3 | 6 | 4 | 3 | -12 | 1 | -3
O=C(Nc1ccc(S(=O)(=O)Nc2ncccn2)cc1)c1cc([N+](=O)[O-])ccc1Cl | -28 | -10 | -5 | -2 | 4 | -8 | 0 | -2
Cc1c(-c2ccccc2)nc(N)c(C#N)c1-c1cccs1 | 12 | 3 | 12 | 2 | -2 | 0 | 15 | -8
O=C(OCC(O)C(O)C(O)COC(=O)c1ccccc1)c1ccccc1 (centres undefined) | . | . | -7 | -6 | . | -1 | 6 | -9
C/C(=N\NC(=O)COc1ccccc1-c1ccccc1)c1cccnc1 | -8 | 6 | 2 | 6 | 4 | -1 | 4 | -5
O=C(c1cc2sccc2n1Cc1ccccc1)N1CCCc2ccccc21 | 12 | 9 | 18 | 24 | -5 | -1 | 22 | 4

Random excerpt: 2 records from the list
SMILES | APJ antag | UBC13 polyUb | EBI2 block | CCR6 antag | APJ ag | CXCR6 block | Gli-Sufu antag | ATG4B inhibitor
O=C(CNC(=O)c1ccccc1)Sc1ccccc1 | . | . | 2 | 5 | . | 7 | -1 | 2
C=CCNC(=O)c1c(Cl)cccc1Cl | -10 | -9 | -8 | -12 | -3 | 2 | -78 | -11

Further entries:
SMILES | APJ antag | UBC13 polyUb | EBI2 block | CCR6 antag | APJ ag | CXCR6 block | Gli-Sufu antag | ATG4B inhibitor
CCOCCCNS(=O)(=O)c1ccc(NC(=O)C2CC(=O)N(c3ccc(C)cc3)C2)cc1 (centres undefined) | 3 | 7 | 65* | 20 | -2 | -4 | 4 | -15
NCCCN1CCOCC1 | -6 | 12 | 6 | 2 | -1 | -4 | 1 | -2
NC(=S)N/N=C/c1c(O)c(Br)cc2oc3c(c12)CCCC3 | -1 | 13 | -22 | 12 | -2 | 14 | -12 | -4
O=C(NC1CCCc2c1cnn2-c1cc(F)cc(F)c1)c1ccc[n+]([O-])c1 (centres undefined) | 3 | 1 | -8 | -2 | -4 | 2 | -10 | 1
Cc1ccccc1N1C(=O)c2ccccc2C1O (centres undefined) | -7 | -4 | 0 | 5 | -2 | 6 | 1 | 0
CC(=O)c1c(C)[nH]c(C(=O)Nc2cccc(C(F)(F)F)c2)c1C | 9 | 4 | -7 | -5 | 2 | -18 | 1 | -13
CCOC(=O)c1ccc(NCc2nc3ccccc3n2C)cc1 | -2 | -5 | -4 | 16 | -2 | -10 | -81 | -13
CC(C)(C)OC(=O)N1CCC(CNC(=O)c2cccs2)CC1 | 11 | 5 | 0 | 3 | -5 | 2 | 6 | -4
C=CCN(C(=O)c1csnn1)C(C(=O)NC1CCCCC1)c1ccc(F)cc1 (centres undefined) | 1 | 2 | 5 | 11 | 2 | -6 | -2 | -6
O=C(c1ccc(Cl)cc1)N1CCCC(c2ccccc2)=N1 | 3 | 6 | 7 | -13 | -2 | 3 | -8 | 1
Cc1ccccc1NC(=O)Cc1nnc(SCC(=O)N2CCN(c3ccccc3)CC2)n1C | 0 | -2 | -14 | -1 | -3 | -11 | 13 | -5
COCC(=O)N(Cc1cc2cc(C)ccc2[nH]c1=O)c1cccc(C)c1C | 4 | -8 | -12 | 6 | 2 | -6 | 15 | -5
CCOc1ccc(S(=O)(=O)Nc2cc(NS(=O)(=O)c3ccc(OCC)cc3)cc(C(=O)O)c2)cc1 | 8 | -26 | -1 | -3 | 0 | -1 | -3 | -1
COC(=O)c1cccc(N2C(=O)c3ccccc3S2(=O)=O)c1 | -5 | -1 | -2 | 10 | -4 | 3 | 2 | 1
CCOc1ccc(NC(=O)CN(C)C(=O)c2ccc3c(c2)S(=O)(=O)N=C2CCCCCN23)cc1OCC | . | . | -9 | 9 | . | 2 | 0 | -19
COC(=O)[C@H](C)NC(=O)/C=C/c1ccc(OC)cc1 | -11 | 3 | 11 | -2 | -4 | -6 | 2 | 3
CC(C)[C@H](N)C(=O)N1CCC(C(=O)N[C@@H](Cc2ccccc2)C(=O)NCc2ccc(F)cc2)CC1 | -11 | -5 | 5 | 5 | 11 | 7 | -4 | 1
Cc1ccc(CNC(=O)CN(C(=O)C2(C)CC(=O)N=C3C=CC=CN32)c2cccc(C)c2C)cc1 (centres undefined) | 4 | 17 | -15 | 3 | -1 | -5 | -2 | -3
CN1CCN(S(=O)(=O)c2ccc(Oc3ccc(F)cc3Br)nc2)CC1 | 7 | 0 | -3 | 6 | -2 | 6 | 7 | -9
Cc1sc2nc(-c3ccccn3)[nH]c(=O)c2c1-c1ccccc1 | 17 | -13 | 16 | 32 | -6 | 9 | -16 | 5
CCC(=O)Nc1cc2c(cc1C(=O)CC)OCCO2 | 12 | 6 | -5 | 15 | -1 | -5 | -4 | -4
COc1ccc(S(=O)(=O)Nc2cc(C(=O)NCCCN3CCOCC3)ccc2N2CCOCC2)cc1 | 8 | -7 | -7 | -5 | -1 | 1 | -2 | -5
N#Cc1c(-c2ccc(Cl)cc2)ccn2nc(C3CCCCC3)nc12 | -9 | 4 | 0 | -7 | 0 | 3 | -63 | -4
COc1cc(CN2CCN(Cc3ccccc3C(F)(F)F)CC2)cc(OC)c1OC | -3 | -2 | -1 | 18 | -5 | 8 | 1 | -4
NC(=O)CN1CCN(CCN2C(=O)c3cccc4cccc(c34)C2=O)CC1 | 3 | -8 | 0 | -11 | 4 | -3 | -7 | -4
Cc1ccccc1C(=O)N1CCC(C(=O)NC2CCCCC2)CC1 | -1 | -1 | -3 | -3 | -2 | -8 | -17 | 10
CCCCCNCc1cccn1C | -16 | 4 | -11 | -3 | 2 | 2 | 6 | 6
COc1cc(/C=N/NC(=O)CNC(=O)c2ccccc2)ccc1OC(=O)c1cccs1 | -5 | -6 | -7 | 2 | -4 | 2 | 28 | -13
Cc1ccc(S(=O)(=O)NC(=O)COc2ccc([N+](=O)[O-])cc2)cc1 | -5 | 4 | -11 | 2 | 2 | -5 | 7 | 1
Nc1ccc(S(=O)(=O)NC2=NCCCCC2)cc1N | -7 | -17 | 8 | 8 | 1 | -3 | 43 | 9

SMILES | APJ antag | UBC13 polyUb | EBI2 block | CCR6 antag | APJ ag | CXCR6 block | Gli-Sufu antag | ATG4B inhibitor
COc1cccc(-c2nc(SCC(=O)Nc3nc(-c4ccccc4)c(C)s3)[nH]c(=O)c2C#N)c1 | 5 | -18 | 7 | 9 | -3 | 16 | -6 | 42*
Cc1cc(C)c2c(N)c(C(=O)NC3CC3)sc2n1 | 13 | 8 | -3 | 2 | -2 | 6 | 3 | 2
CCCc1cc(=O)[nH]c(SCC(=O)Nc2ccc3ccccc3c2)n1 | 1 | -10 | -10 | 8 | -2 | -2 | -9 | -2
COc1ccc(/C=C2\CCc3ccccc3C2=O)cc1O | 5 | 2 | -36 | 12 | -2 | 0 | -7 | 10
COC(=O)c1ccc(-c2noc(CN3CCCCC3c3nccn3C)n2)cc1 (centres undefined) | 1 | 8 | 7 | 7 | -4 | 5 | 1 | -4

In the list so far, five contain a cyano group:
SMILES | APJ antag | UBC13 polyUb | EBI2 block | CCR6 antag | APJ ag | CXCR6 block | Gli-Sufu antag | ATG4B inhibitor
CCN1C(=O)C2(C(C#N)=C(N)Oc3cc(C)oc(=O)c32)c2ccccc21 (centres undefined) | 2 | -4 | -3 | 0 | -8 | 8 | -11 | -2
CN(CCC#N)C(=O)COC(=O)c1cc(Cl)cc(Cl)c1N | -4 | 3 | 6 | 4 | 3 | -12 | 1 | -3
Cc1c(-c2ccccc2)nc(N)c(C#N)c1-c1cccs1 | 12 | 3 | 12 | 2 | -2 | 0 | 15 | -8
N#Cc1c(-c2ccc(Cl)cc2)ccn2nc(C3CCCCC3)nc12 | -9 | 4 | 0 | -7 | 0 | 3 | -63 | -4
COc1cccc(-c2nc(SCC(=O)Nc3nc(-c4ccccc4)c(C)s3)[nH]c(=O)c2C#N)c1 | 5 | -18 | 7 | 9 | -3 | 16 | -6 | 42*

An unsorted share of the library; overall some 3% were active at least once.
